Source: PubChem BioAssay
PV pol inh: inhibitors of poliovirus RNA polymerase binding and polymerization | poliovirus polymerase elongation, fluorescence polarization; hits give low values | hit rate 0.66% among 150,000 | % elongation, % (compound at 16.7 µg/mL); in the data active means % elongation below about 90%; further: some results filed as inactive read as strong as hits
Target sequence (P03300 1749-2209 limits assumed): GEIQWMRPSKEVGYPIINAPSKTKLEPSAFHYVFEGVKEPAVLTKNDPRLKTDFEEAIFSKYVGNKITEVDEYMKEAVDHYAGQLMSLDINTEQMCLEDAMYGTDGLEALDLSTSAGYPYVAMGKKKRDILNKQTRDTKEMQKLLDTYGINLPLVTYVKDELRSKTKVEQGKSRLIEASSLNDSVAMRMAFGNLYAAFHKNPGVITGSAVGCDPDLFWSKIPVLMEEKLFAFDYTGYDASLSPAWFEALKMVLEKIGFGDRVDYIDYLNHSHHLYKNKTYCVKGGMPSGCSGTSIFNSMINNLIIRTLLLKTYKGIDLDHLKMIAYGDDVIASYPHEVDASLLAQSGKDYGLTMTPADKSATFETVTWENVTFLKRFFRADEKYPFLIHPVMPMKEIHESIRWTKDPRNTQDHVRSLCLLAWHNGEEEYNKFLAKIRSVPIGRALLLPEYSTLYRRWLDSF
PV pol inh FP z-score: second read-out of PV pol inh, no call of its own (marks repeat the call); z-score; measured here: FP z-score; hits read low
Starred values were filed as active, the others as inactive; & = joins results of further samples. Some of the compounds tested, so the mix of outcomes need not match the whole.

What do the screens show for `O=C(Nc1ccc(SC(F)F)cc1)c1ccc2c(=O)n3c(nc2c1)CCC3`?
PV pol inh: 103.0; PV pol inh FP z-score: 0.5

What do the screens show for `Cc1cc(Cl)ccc1OCC(=O)NN1C(=O)C2C3C=CC(C3)C2C1=O` (centres undefined)?
PV pol inh: 104.0; PV pol inh FP z-score: 0.3

Results for Cc1ccnn2cc3c(=O)n(C)c(=O)n(C)c3c12 ?
PV pol inh: 101.0; PV pol inh FP z-score: 0.2

Results for CCOC(=O)c1c(NC(=O)c2cc(-c3ccc(OC)c(OC)c3)on2)sc2c1CCCC2 ?
PV pol inh: 98.0; PV pol inh FP z-score: -0.7

How did CCCOC(=O)c1[nH]c2c(c1C)C(=O)CCC2 do in these assays?
PV pol inh: 101.0; PV pol inh FP z-score: -0.1

How did COc1ccccc1NC(=O)c1c(N=Cc2c(O)ccc3ccccc23)cnn1C do in these assays?
PV pol inh: 98.0; PV pol inh FP z-score: -0.6

Results for Cc1ccc(C(=O)N(c2ccc(C)cc2)S(=O)(=O)c2ccc(Cl)cc2)cc1 ?
PV pol inh: 95.0; PV pol inh FP z-score: -1.6

How did O=C(c1cnccn1)N(Cc1ccc(Cl)cc1)Cc1cc2cc3c(cc2[nH]c1=O)OCCO3 do in these assays?
PV pol inh: 99.0; PV pol inh FP z-score: -1.7

What do the screens show for `CCOC(=O)N1CCc2c(sc3c2c(=O)n(CCc2ccccc2)c(=O)n3Cc2ccc(F)cc2)C1`?
PV pol inh: 103.0; PV pol inh FP z-score: -0.4

What do the screens show for `O=C(CCC1CCCCC1)NC1CCCC1`?
PV pol inh: 100.0; PV pol inh FP z-score: 0

Results for O=C(Nn1c(=O)[nH]c2ccsc2c1=O)c1ccccc1 ?
PV pol inh: 99.0; PV pol inh FP z-score: -1.3

Results for Cc1cccc(NS(=O)(=O)c2cc(C(=O)NCc3ccco3)ccc2C)c1 ?
PV pol inh: 99.0; PV pol inh FP z-score: -1.1

Results for O=c1c2c(nc3c(-c4ccccc4)c[nH]n13)CCC2 ?
PV pol inh: 101.0; PV pol inh FP z-score: -0.2

What do the screens show for `COc1cc2cc(C)c(=S)[nH]c2cc1OC`?
PV pol inh: 102.0; PV pol inh FP z-score: 0.2

How did COc1cc(Cl)c(C)cc1NC(=O)c1cc(S(=O)(=O)N2CCCC2)ccc1F do in these assays?
PV pol inh: 101.0; PV pol inh FP z-score: -1.4

Results for Cc1cc(C)c(Cn2cccc2C2=NC(C)CO2)c(C)c1 (centres undefined) ?
PV pol inh: 102.0; PV pol inh FP z-score: 0.4

What do the screens show for `COCCNC(=O)c1nn(-c2ccc(C)cc2)c(=O)n(C)c1=O`?
PV pol inh: 101.0; PV pol inh FP z-score: -1.3

Results for CCC1CCCCN1CCCNC(=O)c1c(O)nc2cc(C)ccn2c1=O (centres undefined) ?
PV pol inh: 105.0; PV pol inh FP z-score: 0.1

What do the screens show for `Cc1cccc(-n2c(SCC(N)=O)nc3c(oc4ccccc43)c2=O)c1`?
PV pol inh: 107.0; PV pol inh FP z-score: 1.1

What do the screens show for `O=C(NCCC1=CCCCC1)c1cc(-c2ccco2)[nH]n1`?
PV pol inh: 104.0; PV pol inh FP z-score: 0.4

An excerpt from above in order of number of heavy atoms, lowest first.
How did CCCOC(=O)c1[nH]c2c(c1C)C(=O)CCC2 do in these assays?
PV pol inh: 101.0; PV pol inh FP z-score: -0.1

Results for Cc1cc(C)c(Cn2cccc2C2=NC(C)CO2)c(C)c1 (centres undefined) ?
PV pol inh: 102.0; PV pol inh FP z-score: 0.4

What do the screens show for `COCCNC(=O)c1nn(-c2ccc(C)cc2)c(=O)n(C)c1=O`?
PV pol inh: 101.0; PV pol inh FP z-score: -1.3

What do the screens show for `Cc1cc(Cl)ccc1OCC(=O)NN1C(=O)C2C3C=CC(C3)C2C1=O` (centres undefined)?
PV pol inh: 104.0; PV pol inh FP z-score: 0.3

Results for CCOC(=O)c1c(NC(=O)c2cc(-c3ccc(OC)c(OC)c3)on2)sc2c1CCCC2 ?
PV pol inh: 98.0; PV pol inh FP z-score: -0.7

The listing continues:
How did O=C(CN1c2ccccc2S(=O)(=O)c2ccccc21)Nc1cccc(C(F)(F)F)c1 do in these assays?
PV pol inh: 102.0; PV pol inh FP z-score: -1.1

How did NC(=O)CSc1nc2c([nH]c3ccccc32)c(=O)n1-c1cccc(Cl)c1 do in these assays?
PV pol inh: 104.0; PV pol inh FP z-score: 0.6

What do the screens show for `S=c1[nH]nc(COc2ccccc2)o1`?
PV pol inh: 101.0&103.0; PV pol inh FP z-score: 0.3&0.2

How did CCN(CC)C(=O)Nc1cnc2ccccc2c1 do in these assays?
PV pol inh: 103.0; PV pol inh FP z-score: 0.3

Results for Cc1ccc2nc(CNc3ccc(Cl)cc3)cc(=O)n2c1 ?
PV pol inh: 102.0; PV pol inh FP z-score: 0

Results for COC(=O)c1ccccc1NC(=O)CSc1nnc2cc(C)c3cc(C)cc(C)c3n12 ?
PV pol inh: 102.0; PV pol inh FP z-score: -0.9

What do the screens show for `N#Cc1ccc(NC(=O)COC(=O)CCC2CCCCC2)cc1`?
PV pol inh: 99.0; PV pol inh FP z-score: -0.4

How did COc1ccc(N=Cc2c(O)ccc3oc4c(c23)CCCC4)cc1 do in these assays?
PV pol inh: 103.0; PV pol inh FP z-score: 0.4

What do the screens show for `O=C(Cn1c(-c2cccs2)cc2ccccc21)NCC1CCCO1` (centres undefined)?
PV pol inh: 102.0; PV pol inh FP z-score: 0.2

What do the screens show for `Clc1ccc2nc(-n3nc4ccccc4n3)nc(-c3ccccc3)c2c1`?
PV pol inh: 105.0; PV pol inh FP z-score: 0.2

How did O=C(NCCc1ccccc1)c1cnc2sc(N3CCCC3)nn2c1=O do in these assays?
PV pol inh: 106.0; PV pol inh FP z-score: 0.1

Results for CC(=O)Nc1ccc(C(O)(C(F)(F)F)C(F)(F)F)cc1 ?
PV pol inh: 105.0; PV pol inh FP z-score: 0.5

How did CCOCC(=O)Nc1c(C(=O)Nc2ccc(F)c(F)c2)oc2ccccc12 do in these assays?
PV pol inh: 100.0; PV pol inh FP z-score: -0.5

Results for CCn1c(=O)c2sccc2n2c(CCCC(=O)Nc3ccc(Oc4ccccc4)cc3)nnc12 ?
PV pol inh: 121.0; PV pol inh FP z-score: 0.7

Results for CC(=O)N(Cc1cccs1)C1CCOC(C)(C)C1 (centres undefined) ?
PV pol inh: 102.0; PV pol inh FP z-score: 0.9

What do the screens show for `COc1ccc(Nc2ncnc3onc(-c4ccc(Cl)cc4)c23)cc1Cl`?
PV pol inh: 109.0; PV pol inh FP z-score: 0.4

Results for COc1ccc(-c2nc3c4ccccc4[nH]c(=O)n3n2)cc1 ?
PV pol inh: 100.0; PV pol inh FP z-score: -0.1

How did CC(C)(C)C1CCC(=NNc2ccc(C(=O)O)cc2)CC1 (centres undefined) do in these assays?
PV pol inh: 102.0; PV pol inh FP z-score: -0.2

What do the screens show for `COc1ccccc1N1CCN(C(=O)Cn2nc(C(F)(F)F)c3c2CCC3)CC1`?
PV pol inh: 100.0; PV pol inh FP z-score: -0.1

Results for CCc1nn(CC(=O)NCc2ccc3c(c2)OCO3)c(=O)c2cc3sccc3n12 ?
PV pol inh: 99.0; PV pol inh FP z-score: -1.1

Results for Cn1nc(-c2ccc(N3CCCCC3)c(NC(=O)c3ccccc3)c2)c2ccccc2c1=O ?
PV pol inh: 103.0; PV pol inh FP z-score: 0.4

What do the screens show for `CCCCN(Cc1ccccc1)S(=O)(=O)c1cc(Br)cc2c1N(C(=O)C1CC1)CC2`?
PV pol inh: 106.0; PV pol inh FP z-score: 0.4

Results for Cc1c(C)c2cc3c(c(C)c2oc1=O)OCN(CCc1ccc(F)cc1)C3 ?
PV pol inh: 102.0; PV pol inh FP z-score: -1

Results for O=S(=O)(Nc1cccc(C2OCCCO2)c1)c1ccccc1 ?
PV pol inh: 102.0; PV pol inh FP z-score: 0.1

How did O=c1oc2cc(Oc3ncnc4c3oc3ccccc34)ccc2c2c1CCC2 do in these assays?
PV pol inh: 104.0; PV pol inh FP z-score: 0.2

What do the screens show for `O=c1cc(Nc2ccc3c(c2)OCO3)[nH]c(=O)n1-c1ccc(Br)cc1`?
PV pol inh: 103.0; PV pol inh FP z-score: 0.5

What do the screens show for `CN(CC(=O)NCc1ccccn1)S(=O)(=O)c1cc(Br)cnc1N`?
PV pol inh: 103.0; PV pol inh FP z-score: 0.1

What do the screens show for `Cc1nc(C(F)(F)F)ccc1C(=O)NCC1CC1`?
PV pol inh: 100.0; PV pol inh FP z-score: -0.9

Results for Cc1cc2ncc(C(=O)/C=C/N(C)C)c(C)n2n1 ?
PV pol inh: 95.0; PV pol inh FP z-score: -2.4

Results for CCn1nnnc1SCC(=O)c1ccc(NC(C)=O)cc1 ?
PV pol inh: 102.0; PV pol inh FP z-score: 0.2

How did CC(C)n1c2ccc(Br)cc2c2nc3ccccc3nc21 do in these assays?
PV pol inh: 102.0; PV pol inh FP z-score: 0.1

How did Cc1cccc(CS(=O)(=O)c2ncc(Cl)c(C(=O)NCc3ccccc3)n2)c1 do in these assays?
PV pol inh: 106.0; PV pol inh FP z-score: 0.1

What do the screens show for `O=C(NCCc1c[nH]c2ccccc12)c1ccc(S(=O)(=O)N2CCCCC2)cc1`?
PV pol inh: 101.0; PV pol inh FP z-score: -0.2

How did COc1ccc(CNC(=O)c2cc3c(=O)[nH]c4ccccc4c3n2C)c(OC)c1 do in these assays?
PV pol inh: 104.0; PV pol inh FP z-score: 0.1

How did Cc1ccccc1CN1C(=O)C(O)(CC(=O)/C=C\c2ccccc2)c2ccccc21 (centres undefined) do in these assays?
PV pol inh: 104.0; PV pol inh FP z-score: 0.5

How did CC(C)(C)N1Sc2ccccc2NC1=S do in these assays?
PV pol inh: 98.0&104.0; PV pol inh FP z-score: -0.9&0.8

How did CCOC(=O)N1CCN(C(=O)CCn2c(=S)[nH]c3ccsc3c2=O)CC1 do in these assays?
PV pol inh: 102.0; PV pol inh FP z-score: 0.4

What do the screens show for `CCS(=O)(=O)N(Cc1ccco1)Cc1nc(-c2cccs2)no1`?
PV pol inh: 99.0; PV pol inh FP z-score: -0.9

Results for CNC(=S)N1CCc2sccc2C1c1ccc(Cl)cc1 (centres undefined) ?
PV pol inh: 102.0; PV pol inh FP z-score: -0.1

Results for O=C(c1cnn(-c2ccccc2)c1-n1cccc1)N1CCC(Cc2ccccc2)CC1 ?
PV pol inh: 100.0; PV pol inh FP z-score: -0.9

Quoted from above (two entries):
Results for O=S(=O)(Nc1cccc(C2OCCCO2)c1)c1ccccc1 ?
PV pol inh: 102.0; PV pol inh FP z-score: 0.1

How did O=c1oc2cc(Oc3ncnc4c3oc3ccccc34)ccc2c2c1CCC2 do in these assays?
PV pol inh: 104.0; PV pol inh FP z-score: 0.2

Next entries:
Results for Cc1cc(OCC(=O)NC2CCCC(C)C2C)c2c3c(c(=O)oc2c1)CCCC3 (centres undefined) ?
PV pol inh: 102.0; PV pol inh FP z-score: 0.2

Results for COc1ccc(CCC(C)N2CCN(c3cc(C)ccc3C)CC2)cc1 (centres undefined) ?
PV pol inh: 98.0; PV pol inh FP z-score: -0.9

How did CCc1ccc(S(=O)(=O)Nc2c(C)nc3nc[nH]n3c2=O)cc1 do in these assays?
PV pol inh: 99.0; PV pol inh FP z-score: -0.5

Results for CCc1ccc(NC(=O)CC2C(=O)N(c3ccc(Cl)cc3)C(=O)N2C2CCCC2)cc1 (centres undefined) ?
PV pol inh: 114.0; PV pol inh FP z-score: 1.6

How did COC(=O)c1ccccc1S(=O)(=O)C(C)(C)C do in these assays?
PV pol inh: 102.0; PV pol inh FP z-score: -0.1

How did CC(C(=O)c1ccc(Cl)cc1Cl)n1cncn1 (centres undefined) do in these assays?
PV pol inh: 101.0; PV pol inh FP z-score: 0.3

What do the screens show for `Cc1cc(-c2csc(-c3ccccc3)n2)c(C)n1-c1nccs1`?
PV pol inh: 111.0; PV pol inh FP z-score: 1

How did O=C(O)c1ccc(NC(=O)c2ccc3c(c2)C(=O)N(Cc2ccco2)C3=O)cc1 do in these assays?
PV pol inh: 98.0; PV pol inh FP z-score: -1.4

What do the screens show for `CC1(C)CC(=O)C2=C(C1)Nc1ccccc1S2`?
PV pol inh: 94.0; PV pol inh FP z-score: -0.6

How did NS(=O)(=O)c1ccc2nc(NC(=O)COc3ccccc3)sc2c1 do in these assays?
PV pol inh: 110.0; PV pol inh FP z-score: 0.6

How did O=C1c2ccccc2C(O)(c2ncc[nH]2)N1CCc1ccccc1 (centres undefined) do in these assays?
PV pol inh: 100.0; PV pol inh FP z-score: -0.5

What do the screens show for `CC1=CS/C(=C(/C#N)c2nnc(N3CCOCC3)n2-c2ccccc2)N1c1ccc(OC(F)F)cc1`?
PV pol inh: 105.0; PV pol inh FP z-score: 0.3

Results for CCC1CCCCN1C(=O)CNc1ccc(C)cc1Cl (centres undefined) ?
PV pol inh: 101.0; PV pol inh FP z-score: 0

How did CC(=O)Nc1ccccc1NC(=O)c1ccccc1 do in these assays?
PV pol inh: 101.0; PV pol inh FP z-score: 0.1

Results for CCCn1c(NC(=O)CCCc2nc3ccccc3c(=O)[nH]2)nc2ccccc21 ?
PV pol inh: 101.0; PV pol inh FP z-score: -0.1

How did CCOC(=O)c1cc(C(=O)OC)c(C)nc1N1CCCN(Cc2ccc(F)cc2)CC1 do in these assays?
PV pol inh: 103.0; PV pol inh FP z-score: -0.3

Compounds listed so far that have a COOH group:
How did CC(C)(C)C1CCC(=NNc2ccc(C(=O)O)cc2)CC1 (centres undefined) do in these assays?
PV pol inh: 102.0; PV pol inh FP z-score: -0.2

How did O=C(O)c1ccc(NC(=O)c2ccc3c(c2)C(=O)N(Cc2ccco2)C3=O)cc1 do in these assays?
PV pol inh: 98.0; PV pol inh FP z-score: -1.4
